DRD3 agonist = activates the human D3 dopamine receptor. D3R DiscoveRx beta-arrestin cells, luminescence, 90 min. actives 0.58% (n = 410,000). max activation, %. P35462; in the data active means max activation above about 30%; further: 0% is about no effect; mostly tested at two doses, the higher about 12 µM
Target sequence (P35462 whole entry, looked up): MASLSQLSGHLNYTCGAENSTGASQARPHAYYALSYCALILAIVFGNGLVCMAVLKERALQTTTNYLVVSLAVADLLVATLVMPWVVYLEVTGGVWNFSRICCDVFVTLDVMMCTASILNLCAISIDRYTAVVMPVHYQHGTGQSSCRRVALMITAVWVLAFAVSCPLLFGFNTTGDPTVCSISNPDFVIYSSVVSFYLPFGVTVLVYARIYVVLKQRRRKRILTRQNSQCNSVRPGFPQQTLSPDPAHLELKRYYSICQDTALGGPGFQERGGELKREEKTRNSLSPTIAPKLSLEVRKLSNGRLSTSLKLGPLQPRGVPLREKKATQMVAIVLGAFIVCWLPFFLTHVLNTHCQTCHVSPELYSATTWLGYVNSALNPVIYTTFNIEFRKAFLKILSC
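Cells at 1500/well, incubated overnight, then treated with pinned compounds (dopamine as control) for 90 min at 37 degrees C. DiscoveRx reagent added for 30 - 60 minutes at room temperature; luminescence read.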
KB-V1 MDR tox = kills drug-selected multidrug resistant KB-V1 cells | KB-V1 MDR cells viability, CellTiter-Glo, 72 h | Potency, µM (doses to about 46.1 µM), for inactives: at the highest dose activity change, negative = cytotoxicity, usual class: cytotoxic | actives 3.4% (n = 400,000); further: potency means the concentration at half of the fitted maximal effect; on the % scale 0 is the no-effect control and ±100 the full control effect; nearly all actives have a fitted effect of over 60% in size
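qHTS viability screen in drug-selected KB-V1 MDR cells: 72 h compound treatment at 37 degrees C, ATP luminescence end point.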
HT1080NT lethal = kills 2HG-producing HT-1080-NT fibrosarcoma cells. HT-1080-NT fibrosarcoma viability, CellTiter-Glo ATP luminescence, 48 h. Potency, µM (series often up to 46.1 µM), inactives show at the highest dose activity, negative = less viability, most hits filed as cytotoxic. actives 1.6% (n = 360,000). AID 686970;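 further: NT is the 2HG producing partner of a matched IDH1 knockdown line; potency means the concentration at half of the fitted maximal effect; 0% = DMSO-treated cells and -100% = media-only wells without cells; nearly all actives have a fitted effect of over 55% in size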
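Viability by CellTiter-Glo luminescence after 48 h compound exposure at 37C of HT-1080-NT cells (750/well, RPMI, 5% FBS). % activity scaled between DMSO wells and medium-only wells, then curve-fitted and categorized by curve class.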
HT1080 IDH1KD tx = toxicity to HT-1080 IDH1 knockdown cells (counter line); HT-1080 IDH1 knockdown viability, ATP luminescence, 48 h; Potency, µM (series often up to 46.1 µM), inactives show at the top dose activity, negative = toxicity, usual class: cytotoxic; actives 2% (n = 360,000); AID 686971;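 further: potency means the concentration at half of the fitted maximal effect; 0% = DMSO wells and -100% = cell-free medium wells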
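Using the IDH1-knockdown HT-1080 line run in the same batch and compound series as the NT line, viability after 48 h at 37 °C was determined by CellTiter-Glo luminescence and expressed as % activity.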
IL1B secr inh = inflammasome signaling inhibition, IL-1 beta readout. THP-1 LPS/ATP IL-1B secretion, AlphaLISA, 16 h; hits give low values. activity change, % at 57.5 µM. actives 4.7% (n = 360,000). AID 743279; in the data active means activity change below about -50%; inconclusive means mostly about -30% to -49%; further: on the % scale 0 is the no-effect control and ±100 the full control effect
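THP-1 cells pretreated 1 hr with compounds (up to 57.5 uM final), then stimulated with LPS (250 ng/mL final) plus ATP (1.25 mM final); secreted IL-1B measured by AlphaLISA after 16 hr, decreased signal indicating inhibition.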
MCF10A rerep = DNA re-replication induction in MCF 10a cells; MCF 10A DNA re-replication, Hoechst nuclear intensity, 48 h; Potency, µM (top dose mostly 46.1 µM), inactives show at the top dose activity, positive = re-replication, hits mostly activators; actives 2.9% (n = 350,000); AID 624296; further: potency means the concentration at half of the fitted maximal effect; % of control where 0% means no effect; nearly all actives have a fitted effect of over 50% in size
KB-3-1 cytotox = kills parental KB-3-1 adenocarcinoma cells | KB-3-1 viability, CellTiter-Glo ATP luminescence, 72 h | Potency, µM (titrated, usually from 46.1 µM), for inactives: at the highest dose activity change, negative = cytotoxic, usual class: cytotoxic | actives 1.4% (n = 400,000); further: potency means the concentration at half of the fitted maximal effect; on the % scale 0 is the no-effect control and ±100 the full control effect; nearly all actives have a fitted effect of over 60% in size
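Parental KB-3-1 viability, qHTS format: 72 h compound exposure, 37 °C; CellTiter-Glo; media-only wells and DMSO plates as controls; concentration-effect fits on corrected data.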
HEK293 tox = cytotoxicity in counter-screen for GLP-1R inverse agonists. HEK293 cAMP-luciferase reporter cells, luminescence, 24 h. Potency, µM (series often up to 38.3 µM), for the others: at the top dose activity change, negative = inhibition, usual class: inhibitors. actives 0.13% (n = 410,000);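 further: loss of luciferase light is scored as toxicity; potency means the concentration at half of the fitted maximal effect; on the % scale 0 is the no-effect control and ±100 the full control effect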
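To flag toxic compounds, the library was rerun on cells for 24 hr at 37 deg C and 5% CO2. Viability-linked luminescence was captured 12 min after adding luciferase detection reagent.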
SW480 rereplic = inducers of DNA re-replication in SW480 colon cancer cells; SW480 DNA re-replication, Hoechst DNA content imaging, 48 h; Potency, µM (series often up to 46.1 µM), inactives show at the highest dose re-replication activation, hits mostly activators; actives 1.8% (n = 340,000); AID 624297; further: potency means the concentration at half of the fitted maximal effect; % of control where 0% means no effect; nearly all actives have a fitted effect of over 55% in size
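DNA re-replication was detected as more nuclei of elevated Hoechst intensity after 48 hr exposure to compound (23 nL pinned per well of 250 cells).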
An asterisk follows results filed as active; i = inactive; u = inconclusive; x = no result given; [ ] = remark or other dose. Unless noted, the call rests on the fitted dose curve; in most records, active means well fitted curve in the direction sought with a large enough effect; inconclusive means small, poorly fitted or top-dose-only effect, or another doubt; inactive means no such curve, though single readings can be large; an effect the other way counts as inactive or inconclusive.

structure | SW480 rereplic | HT1080NT lethal | DRD3 agonist | KB-V1 MDR tox | HT1080 IDH1KD tx | MCF10A rerep | HEK293 tox | IL1B secr inh | KB-3-1 cytotox
CC(c1ccco1)N(C(=O)c1ccccc1F)c1ccccn1 (stereo not drawn) | 1% | 6% | 3 | 12% | 14% | 1% | -5% | 3 | 3%
Cc1ccc(NC(=S)NC(=O)c2cccs2)cc1F | -6% | -12% | -7 | 6% | -19% | 14% | u | 4 | 1%
COc1ccc(-n2ncc3c2CC(C)(C)CC3NC(=O)CCN2CCCCC2=O)cc1 (stereo not drawn) | 15% | -4% | -4 | 0% | 1% | 0% | -2% | 16 | -6%
Cc1cc2nc(C3CCCN(C(=O)NCc4ccccc4)C3)[nH]c2cc1C (stereo not drawn) | -13% | -10% | -2 | u | 0% | 4% | -11% | -8 | -10%
Cc1ccc(CNC(=O)CSC2=Nc3ccccc3C3=NC(C)C(=O)N23)cc1 (stereo not drawn) | x | x | -9 | 7% | x | x | 1% | x | 3%
Cc1ccc(CN2C3=NCCCN3c3ccccc32)cc1 | u | -10% | -4 | -9% | -30% | -11% | 7% | -4 | u
CCN(c1ccccc1)S(=O)(=O)c1ccc(Cl)c(C(=O)OCC(=O)NC(=O)C(C)C)c1 | 0% | 3% | 2 | 9% | 1% | -4% | 1% | -9 | 0%
CN(CCNC(=O)c1cc2c(=O)n(C)c3ccccc3c2n1C)Cc1ccccc1 | 3% | -26% | -10 | -7% | -1% | 21µM* | 2% | u | u
COC(=O)c1cccc(N(C(=O)c2cnccn2)C(C(=O)NC2CCCCC2)c2cn(C)nc2C)c1 (stereo not drawn) | -10% | 9% | 2 | -1% | 0% | 2% | 0% | 15 | 2%
COc1ccc(C(O)c2nc(-c3cc4ccccc4o3)cs2)cc1 (stereo not drawn) | x | 2% | 13 | u | 6% | x | -4% | 49 | u
CC1CC2(CCCCC2)N2C(=O)C(=O)c3cccc1c32 (stereo not drawn) | u | -2% | 10 | -1% | u | u | -16% | -9 | 2%
O=C(NCc1ccccc1)c1ccc(/C=N/O)nc1 | -25% | 3% | -2 | -6% | 11% | 5% | -19% | 18 | 15%
COc1ccccc1N1CCN(C2CCN(S(=O)(=O)c3ccc(NC(C)=O)cc3)CC2)CC1 | -8% | 0% | -14 | 25% | 0% | -8% | -6% | 11 | 5%
O=C(Oc1c(Br)cc([N+](=O)[O-])cc1Br)c1cccnc1 | -18% | u | -11 | u | u | u | u | 0 | -28%
O=C1CCCN2N=C(SCC(=O)Nc3ccc(Br)cc3)SC2=N1 | 2% | 6% | 3 | 1% | 12% | 4% | -11% | -4 | -4%
COc1cc(C2CC(=O)c3cnc(NC(=O)c4ccco4)nc3C2)cc(OC)c1OC (stereo not drawn) | -7% | 1% | 4 | -13% | 21% | -2% | 7% | -17 | 18%
COC(=O)c1ccc(CSc2ncnc3c2oc2ccccc23)o1 | -3% | 3%[9.24 µM] | 9 | -5% | -17% | 2% | 2% | 12 | -8%
COc1cc(OC)nc(NC(=O)CN2CCN(c3ccc(F)cc3)CC2)n1 | -12% | 6% | -12 | 23µM* | -8% | 5% | 13% | 0 | 0%
CCn1cc(C(=O)OCC(=O)Nc2c(C)cccc2C)c(=O)c2ccc(C)nc21 | -33%[inhibitor] | -18% | -18 | -26% | -16% | 0% | 14% | 0 | -8%
Cc1ccc(CCNc2ncnc3onc(C)c23)cc1 | x | x | 6 | -22% | x | x | -1% | x | 2.9µM*
O=C1CCC(C(=O)N(CCO)Cc2ccccc2)CN1CCCN1CCOCC1 (stereo not drawn) | -28% | 17% | -3 | -20% | -3% | -4% | -12% | 8 | -7%
O=C(CSc1ccc(-c2ccccn2)nn1)NCc1ccc(F)cc1 | 1% | -7% | 1 | u | -27% | 5% | 3% | 70 | -9%
COc1ccccc1N(C)S(=O)(=O)c1ccc(C(=O)OCC(=O)N(C)c2ccccc2)cc1 | -22% | -5% | 6 | -9% | -4% | 2% | -1% | 15 | -10%
O=C(NCc1ccco1)c1ccc2c(c1)N(Cc1ccccc1)CCS2 | -3% | 0% | -2 | u | -5% | 17% | 7% | u | -23%
COc1ccc(C(=O)COc2ncnc3cc(Cl)ccc23)cc1 | 8% | 1% | -6 | u | 4% | 0% | -21% | 5 | 0%
COc1ccc(OCC(=O)Nc2cccc3cccnc23)cc1 | -13% | u | -1 | -20% | 7% | 4% | -14% | 24 | 18%
CCOc1c(Br)cc(C(=O)OCC(=O)N2CCc3ccccc3C2)cc1OC | u | 2% | 0 | 4% | 0% | 5% | 4% | -8 | -19%
COc1cccc(NC(=O)N2C3CCCC2CC(NC(=O)C(C)(C)C)C3)c1 (stereo not drawn) | u | -1% | 4 | 16% | 6% | 1% | -5% | 2 | 11%
O=C(CCC1CCCCC1)Nc1c[nH]c(=O)[nH]c1=O | -1% | 1% | -5 | -25% | 12% | 26% | 2% | 8 | -9%
CC(C)c1nn(-c2cc(C(F)(F)F)ccn2)c(=O)o1 | -6% | -3% | 8 | -15% | 4% | -2% | 0% | 6 | 0%

By substructure: the entries above with two or more sulfur atoms (2)
structure | SW480 rereplic | HT1080NT lethal | DRD3 agonist | KB-V1 MDR tox | HT1080 IDH1KD tx | MCF10A rerep | HEK293 tox | IL1B secr inh | KB-3-1 cytotox
Cc1ccc(NC(=S)NC(=O)c2cccs2)cc1F | -6% | -12% | -7 | 6% | -19% | 14% | u | 4 | 1%
O=C1CCCN2N=C(SCC(=O)Nc3ccc(Br)cc3)SC2=N1 | 2% | 6% | 3 | 1% | 12% | 4% | -11% | -4 | -4%

The results go on:
structure | SW480 rereplic | HT1080NT lethal | DRD3 agonist | KB-V1 MDR tox | HT1080 IDH1KD tx | MCF10A rerep | HEK293 tox | IL1B secr inh | KB-3-1 cytotox
CC(=O)Nc1ccc(-c2nn[nH]n2)cc1 | -2% | u | 4 | u | 16% | -3% | -29% | 12 | -1%
Cc1ccc(C)c2[nH]c(=O)c(CN(CCCN(C)C)C(=O)NCc3ccccc3)cc12 | 1% | -23% | -10 | -6% | -13% | 17% | -27% | u | u
O=C1OC(c2ccccc2)C(O)=C1c1ccccc1 (stereo not drawn) | -1% | -4% | -4 | 16% | -14% | 2% | 14% | 4 | 0%
O=C(c1cccc(Cl)c1)N1CCN(c2ncccn2)CC1 | 5% | 19% | -4 | 0% | u | -12% | 2% | -23 | 1%
Cc1ccc(C2N(c3nccs3)C(=O)C3CCCN32)cc1 (stereo not drawn) | -2% | 8% | 2 | -8% | 5% | 1% | 0% | 17 | 2%
CCOc1ccc(OCC)c(NC(=O)CN2CCN(c3cccc(C)c3)C(C)C2)c1 (stereo not drawn) | u | -3% | 0 | u | 2% | 15µM* | -26% | -25 | u
CCOc1ccc(CNC(=O)CCCc2cn(C)c3ccccc23)cc1 | 3% | -3% | 4 | -19% | 2% | 7% | 3% | -7 | -3%
N/C(=N\OC(=O)CC1CCCCC1)c1ccccc1 | 0% | 20% | -5 | 25% | u | -4% | 0% | 5 | 1%
CCOC(=O)c1cnc(-n2cc(C)cn2)nc1Nc1ccccc1OCC | -4% | 19% | 9 | 1.2µM* | 5% | 10% | -28% | 27 | u
Cc1ccc2[nH]c3nc(SCC#N)nnc3c2c1 | 1% | 11% | 21 | 2% | 6% | 0% | -3% | 36 | -8%
O=C(c1cc(S(=O)(=O)N2CCOCC2)ccc1F)N(CCc1ccccc1)Cc1ccccc1 | -36%[inhibitor] | -8% | 96* | -27% | -2% | 22% | -3% | u | -4%
CCCNC(=O)COC(=O)/C=C/c1ccc2c(c1)OCO2 | 2% | 5% | 4 | 1% | 18% | 5% | 1% | 0 | -15%
CCOc1ccc(NC2CCCCC2NS(=O)(=O)c2ccccc2)cc1 (stereo not drawn) | -47%[inhibitor] | 3% | 3 | -13% | 0% | 19% | 0% | -7 | 4%
COc1ccc2c(CNCCc3cccs3)c(C(=O)O)n(Cc3ccccc3)c2c1 | x | x | -5 | 0% | x | x | -11% | x | -30%
CC(C)CC(N)c1csc(Nc2ccc(C(=O)NCCO)cc2)n1 (stereo not drawn) | x | u | -6 | 6% | 29% | x | 6% | 23 | 0%
O=C(NC(C(=O)N/N=C/c1cc([N+](=O)[O-])ccc1O)c1n[nH]c(=O)c2ccccc12)c1ccccc1 (stereo not drawn) | 1% | -26% | -7 | 9% | u | u | -26% | 101 | -1%
O=S(=O)(NCc1ccccc1)c1ccc2[nH]c3c(c2c1)CCCCC3 | x | x | -7 | 7% | x | x | -2% | x | 3%
O=C(Nc1ccc(N2CCOCC2)cc1)c1ccccc1SCC(=O)N1CCCC1 | -8% | 8% | 3 | -2% | 12% | 1% | -5% | 17 | 4%
OCCC1CN(Cc2cc(F)ccc2-n2cccn2)CCN1C1CCCC1 (stereo not drawn) | 6% | 0% | -13 | 27% | 2% | 10% | -16% | -7 | -3%
Cc1ccc(C)c(OCC(O)CNC2CCCC2)c1 (stereo not drawn) | -2% | 1% | -2 | -14% | -4% | -8% | 1% | -5 | -2%
CCN1C(=O)c2cccc3c(S(=O)(=O)NC(Cc4c[nH]c5ccccc45)C(=O)O)ccc1c23 (stereo not drawn) | 0% | 14% | 3 | u | 6% | -4% | -7% | 12 | 10%
O=C(CCc1nc2ccccc2c(=O)[nH]1)NCc1ccco1 | u | -22% | -5 | u | -24% | u | 2% | -3 | u
O=S(=O)(CCNC1CC1)NC1CCCCC1 | u | 9% | -14 | 13% | 4% | -9% | -6% | 22 | 23%
COc1ccccc1Oc1ccc2c(c1)C(=O)N(c1ccccc1)C2=O | -10% | 2% | 5 | -9% | -6% | 2% | -2% | -13 | -1%
COc1cccc(C(=O)N/N=C2/SCC(=O)N2CCc2ccc(OC)c(OC)c2)c1 | -3% | -11% | -20 | -27% | -19% | -4% | -5% | -7 | -15%
O=c1[nH]cc(S(=O)(=O)N2CCCc3ccccc32)c(=O)[nH]1 | -6% | 9% | 2 | 0% | 4% | 0% | 10% | 9 | 0%
CCC(NC(=O)c1cc(COc2cncc(Cl)c2)on1)c1ccc(C)cc1 (stereo not drawn) | 20% | -21% | 4 | -19% | -19% | -1% | -19% | u | 1%
OC(COCc1cccs1)CN1CCN(c2cccc(C(F)(F)F)c2)CC1 (stereo not drawn) | -4% | 4% | -5 | 23µM* | 6% | 19% | -15% | i | -14%
